FAS TE block: FAS thioesterase domain inhibitors, primary screen, biochemical, fluorescence intensity, uHTS; Fatty acid synthase (Homo sapiens), P49327; recombinant FAS-TE, OMFH fluorogenic substrate, fluorescence endpoint; inhibition, % at 15 µM; 360,000 tested, 0.67% active;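 active = compounds whose normalised, plate-corrected inhibition of enzyme fluorescence in the single-dose primary screen is 50% or more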;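 note: 0% = DMSO with enzyme and 100% = substrate without enzyme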
CSN deneddyl inh: inhibitors of CSN-mediated cullin deneddylation, primary screen, biochemical, fluorescence polarization, uHTS | AID 651999, 2013 | inhibition, % at 12.5 µM | Purified CSN, SCF-Nedd8-OG deneddylation | COP9 signalosome complex subunit 5 (Homo sapiens), Q92905 | 360,000 tested, 0.38% active;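 active = pattern-corrected inhibition above about 35%, with an unprinted fluorescence ratio check between 0.5 and 1.5, limit read from the data, passing the limit was not always enough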;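 note: 0% = enzyme with substrate and 100% = substrate without enzyme; some results filed as inactive read as strong as hits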
Target sequence (Q92905 whole entry, looked up, one chain of several): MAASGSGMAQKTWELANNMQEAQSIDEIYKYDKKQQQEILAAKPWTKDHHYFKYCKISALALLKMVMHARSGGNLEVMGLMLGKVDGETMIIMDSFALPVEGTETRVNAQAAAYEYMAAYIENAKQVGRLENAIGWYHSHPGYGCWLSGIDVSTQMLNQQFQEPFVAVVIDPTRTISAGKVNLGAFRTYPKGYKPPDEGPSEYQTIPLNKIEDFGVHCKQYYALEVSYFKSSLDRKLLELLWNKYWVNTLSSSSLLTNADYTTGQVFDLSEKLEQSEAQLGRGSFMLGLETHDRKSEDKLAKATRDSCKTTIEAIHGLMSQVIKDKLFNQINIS
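Test system: Human Csn5 produced in HEK293T cells | Compound: 12.5 µM single point | Times: 90 min, room temperature | Signal: Fluorescence polarization readout | Read-out basis: % inhibition of substrate cleavage by Csn5 | Controls: no-enzyme wells high, enzyme-with-substrate wells low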
E coli Lon inh: inhibitors of E. coli Lon protease, primary screen, biochemical, fluorescence polarization. P0A9M0. purified E. coli Lon protease. inhibition, % at 7.94 µM. 360,000 tested, 0.42% active; in the data active = inhibition above about 13%, passing the limit was not always enough;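 note: 0% = enzyme with probe and DMSO and 100% = no enzyme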
MLLE-PAM2 inh: inhibitors of PABP1 MLLE–PAM2 peptide binding, primary screen, biochemical, fluorescence polarization, FITC-PAM2, GST-MLLE. Polyadenylate-binding protein 1 (Homo sapiens), P11940. inhibition, % at 20 µM. 360,000 tested, 0.36% active; in the data active = inhibition above about 35%, passing the limit was not always enough;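 note: plate controls were DMSO wells with GST-MLLE for no effect and wells lacking GST-MLLE protein for full effect; some results filed as inactive read as strong as hits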
Rpn11 inh: Rpn11 (PSMD14) deubiquitinase inhibitors, primary screen, biochemical, fluorescence polarization, uHTS | 360,000 tested, 0.59% active | human 26S proteasome, Ub4-pepOG fluorescence polarization; 20S core pre-blocked with epoxomicin | 26S proteasome non-ATPase regulatory subunit 14 (Homo sapiens), O00487 | calls only at 20 µM;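 active = inhibition at 20 µM, scaled to each plate's controls, above about 33%, limit read from the data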
Target sequence (O00487 whole entry, looked up): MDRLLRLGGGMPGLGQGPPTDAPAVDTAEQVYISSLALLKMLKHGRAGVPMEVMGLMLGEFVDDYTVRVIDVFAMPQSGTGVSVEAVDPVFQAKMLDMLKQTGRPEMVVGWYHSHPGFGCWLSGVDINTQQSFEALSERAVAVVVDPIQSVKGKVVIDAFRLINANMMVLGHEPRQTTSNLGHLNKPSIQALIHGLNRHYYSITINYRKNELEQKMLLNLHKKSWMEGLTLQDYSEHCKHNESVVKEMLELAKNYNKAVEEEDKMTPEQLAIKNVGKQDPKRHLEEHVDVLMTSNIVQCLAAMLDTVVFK
MsrA inhibitor: bovine MsrA enzyme inhibitors, primary screen, biochemical, absorbance, HTS | purified bovine MsrA, absorbance read-out | inhibition, % at 15.5 µM | 360,000 tested, 0.75% active; in the data active = inhibition above about 4.5%;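 note: 0% = vehicle wells with enzyme and 100% = reference inhibitor wells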
MT1-MMP act inh: blockers of MT1-MMP proenzyme processing, primary screen, HT1080 RFP-PRO-GFP cells, GFP/RFP fluorescence; GFP/RFP ratio fluorescence, overnight; percent of plate control window, DMSO zero; 360,000 tested, 0.061% active; Matrix metalloproteinase-14 (Homo sapiens), P50281; GFP/RFP ratio change, % at 20 µM;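 active = GFP/RFP ratio change of at least 30% with cell ATP level not reduced by more than half and red fluorescence within 50% of control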; note: strong numbers were not always called active
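Assay system: HT1080 RFP-PRO-GFP cells. Benchmarks: DMSO vehicle wells and RFP-L50D-GFP reporter cell wells. Times: overnight cell settling, then overnight compound exposure, 37 °C, 5% CO2. Compound: 20 µM single dose, 1% DMSO. Read-out basis: GFP/RFP fluorescence ratio.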
bovine MsrA act: bovine MsrA enzyme activators, primary screen, biochemical, absorbance, HTS; Methionine sulfoxide reductase A (Bos taurus); purified bovine MsrA, absorbance read-out; activation, % at 10.6 µM; 360,000 tested, 0.3% active; in the data active = activation above about 7.5%;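 note: 0% = vehicle and 100% = reference activator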
Rin1 Abl inh: inhibitors of Rin1-Abl protein binding, primary screen, biochemical, TR-FRET. 360,000 tested, 0.4% active. AID 588664, 2011. Tyrosine-protein kinase ABL1 (Homo sapiens) + Ras and Rab interactor 1 (Homo sapiens), …. inhibition, % at 7.35 µM; in the data active = inhibition above about 5%, passing the limit was not always enough
* = called active by the depositor; i = inactive; . = not tested or not shown. An unsorted share of the library; 3.7% or so of the library scored in one or more.

1	CCCOC(=O)c1ccc(NC(=O)C2C3C=CC(O3)C2C(=O)O)cc1 (configuration not stated)
2	O=C(CN1C(=O)c2ccccc2S1(=O)=O)Nc1ccccn1
3	NC(=O)N1CCCC1C(=O)Nc1ccc(Cl)c(Cl)c1 (configuration not stated)
4	O=S(=O)(/C=C/c1ccccc1)Nc1ccc(N2CCOCC2)cc1
5	O=C(Nc1cccc(Cl)c1)N1N=CCC1c1ccccc1 (configuration not stated)
6	Cc1cc(S(=O)(=O)N(Cc2cccs2)Cc2ccccc2F)ccc1-n1cnnn1
7	CCc1ccc(NC(=O)C(C)OC(=O)CN2C(=O)NC3(CCCC3)C2=O)cc1 (configuration not stated)
8	CCOC(=O)CSc1nnc(NCC(=O)OC)c(=O)[nH]1

assay / entry	1	2	3	4	5	6	7	8
FAS TE block	-5	-4	-4	2	10	35	-2	29
CSN deneddyl inh	3	2	4	-4	1	-2	-1	2
E coli Lon inh	-2	-6	-4	-2	1	-7	-3	4
MLLE-PAM2 inh	12	1	2	2	0	13	2	32
Rpn11 inh	i	i	i	i	i	i	i	i
MsrA inhibitor	-0.2	-1.4	-1.4	-0.5	0.6	0.0	0.7	-1.1
MT1-MMP act inh	-5	1	-4	0	4	-5	4	8
bovine MsrA act	-4	-1	-1	3	-10	-4	-3	-3
Rin1 Abl inh	3	0	1	-1	2	0	4	-1

9	CCOC(=O)C(CC)(CC)C(=O)/C=C/c1ccc(Br)cc1
10	Cc1[nH]c(C)c(S(=O)(=O)NCc2ccc(N(C)C)cc2)c1C(=O)N1CCCC1
11	CCOc1cc(C(=O)Nc2ccc(N3CCN(C(C)=O)CC3)cc2)cc(OCC)c1OCC
12	Cc1cc(NC(=NC2CC2)c2ccccc2F)n(-c2ccccc2)n1
13	Nc1[nH]c(C(=O)c2ccccc2)c(-c2ccc(F)cc2)c1C(=O)NCc1ccccc1
14	CC(C)c1ccc(C(O)c2nc3ccccc3n2C)cc1 (configuration not stated)
15	NS(=O)(=O)c1ccc(CCNC(=O)c2coc3ccccc3c2=O)cc1
16	Cc1nc(SCC(=O)OCc2ccccc2)c2c(=O)n(C)c(=O)n(C)c2n1

assay / entry	9	10	11	12	13	14	15	16
FAS TE block	2	-4	-5	-3	-4	8	-4	9
CSN deneddyl inh	12	-1	2	2	0	5	8	5
E coli Lon inh	0	1	-5	-2	-7	-9	14	-1
MLLE-PAM2 inh	8	-18	1	13	.	-4	-5	19
Rpn11 inh	i	i	i	i	.	i	i	i
MsrA inhibitor	0.2	-0.9	1.0	-0.6	-1.0	-0.8	1.2	-0.3
MT1-MMP act inh	-16	1	-2	-7	2	-1	-5	-3
bovine MsrA act	1	-2	-1	-9	-4	-1	-5	0
Rin1 Abl inh	1	-1	-3	5	.	-2	-2	-1

Profiles, looked up by structure:
`O=S(=O)(/C=C/c1ccccc1)Nc1ccc(N2CCOCC2)cc1` is entered as FAS TE block = 2; CSN deneddyl inh = -4; E coli Lon inh = -2; MLLE-PAM2 inh = 2; Rpn11 inh = i; MsrA inhibitor = -0.5; MT1-MMP act inh = 0; bovine MsrA act = 3; Rin1 Abl inh = -1
`NC(=O)N1CCCC1C(=O)Nc1ccc(Cl)c(Cl)c1` (configuration not stated) is entered as FAS TE block = -4; CSN deneddyl inh = 4; E coli Lon inh = -4; MLLE-PAM2 inh = 2; Rpn11 inh = i; MsrA inhibitor = -1.4; MT1-MMP act inh = -4; bovine MsrA act = -1; Rin1 Abl inh = 1
`CCOC(=O)CSc1nnc(NCC(=O)OC)c(=O)[nH]1` is entered as FAS TE block = 29; CSN deneddyl inh = 2; E coli Lon inh = 4; MLLE-PAM2 inh = 32; Rpn11 inh = i; MsrA inhibitor = -1.1; MT1-MMP act inh = 8; bovine MsrA act = -3; Rin1 Abl inh = -1

More records:
17	C[C@H](CO)N1C[C@H](C)[C@@H](CN(C)Cc2ccc(C(=O)O)cc2)Oc2c(NS(=O)(=O)c3ccc(F)cc3)cccc2C1=O
18	CSc1ccc(/C=C(/NC(=O)c2ccccc2)C(=O)NCCCn2ccnc2)cc1
19	O=c1c(/C=N\NS(=O)(=O)c2ccccc2)coc2ccc(Cl)cc12
20	CN(C)S(=O)(=O)c1cccc(NC(=O)/C=C/c2ccc(S(=O)(=O)N3CCOCC3)cc2)c1
21	CC1CCCN(c2cc(N(C)CCO)c([N+](=O)[O-])c3nonc23)C1 (configuration not stated)
22	O=C(Nc1ccc(-c2n[nH]c(=S)o2)cc1)c1ccccc1Cl
23	Cc1cccc(S(=O)(=O)N(C)C[C@@H]2OCc3cnnn3CCCC(=O)N([C@H](C)CO)C[C@H]2C)c1
24	O=C(N/N=C/C1CCCCC1)c1ccccn1

assay / entry	17	18	19	20	21	22	23	24
FAS TE block	-9	-7	22	9	6	0	-8	1
CSN deneddyl inh	4	1	-5	2	10	-1	3	7
E coli Lon inh	1	6	6	-8	-14	-6	0	1
MLLE-PAM2 inh	0	13	-12	3	-19	-35	7	3
Rpn11 inh	i	i	i	i	i	i	i	i
MsrA inhibitor	0.4	3.1	1.1	0.5	2.8	2.5	2.9	1.2
MT1-MMP act inh	0	4	-3	-10	8	6	2	1
bovine MsrA act	-1	-1	-2	1	-12	-1	-5	3
Rin1 Abl inh	0	0	0	0	-12	-1	2	2

25	CC(=O)N1CCN(S(=O)(=O)c2cccc(C(=O)N(Cc3ccccc3)c3ccc(C)cc3)c2)CC1
26	CCCCCC(=O)NC(=S)NNC(=O)c1ccc([N+](=O)[O-])cc1
27	FC(F)(F)c1cc(-c2cccs2)nc(-n2cc(Cl)cn2)n1
28	CCOC(=O)Cn1nc(/C=C/c2ccc(C(C)C)cc2)ccc1=O
29	C[C@H](NC(=O)[C@@H]1CCCN1C(=O)[C@@H]1CCCN1C(=O)c1ccc(Cl)cc1)c1ccccc1
30	N#Cc1ccc(N2CCN(C(=O)c3cccs3)CC2)c(F)c1
31	CCOC(=O)C1(Cc2ccccc2)CCCN(CCO)C1 (configuration not stated)
32	CCCc1nnc(SCc2ccc(OCC)cc2)n1N

assay / entry	25	26	27	28	29	30	31	32
FAS TE block	10	9	12	-32	-6	0	-6	-4
CSN deneddyl inh	-3	-2	-7	1	-2	2	4	-1
E coli Lon inh	0	-4	-8	0	2	-8	-2	-5
MLLE-PAM2 inh	-1	15	8	12	.	10	-3	-8
Rpn11 inh	i	i	i	i	.	i	i	i
MsrA inhibitor	0.7	-0.2	1.1	0.5	1.2	0.7	-0.6	-0.4
MT1-MMP act inh	0	6	1	6	2	2	2	1
bovine MsrA act	-9	3	-1	-11	-1	2	-1	-4
Rin1 Abl inh	1	-1	0	2	.	-3	4	2

33	COc1cccc(/C=N\NC(=O)c2cc(OCC(F)(F)F)ccc2OCC(F)(F)F)c1
34	N=C(N)N=Nc1c(O)[nH]c2ccc(Br)cc12
35	O=C(c1ccccc1Sc1c(Cl)cccc1[N+](=O)[O-])N1CCOCC1
36	CCCOc1ccc(/C=N/Nc2ccccc2[N+](=O)[O-])c(OCCC)c1
37	Cc1ccc(NC(=O)c2cc(S(=O)(=O)N3CCOCC3)cs2)cc1
38	COC(=O)c1ccc(-c2csc(NC(=O)c3ccc(S(=O)(=O)N4CCc5ccccc5C4)cc3)n2)cc1
39	Cc1cccc(-n2c(O)c(/C=N/NC(=O)c3ccccc3Cl)c3ccccc3c2=O)n1
40	O=C(OCC(O)C(O)C(O)COC(=O)c1ccccc1)c1ccccc1 (configuration not stated)

assay / entry	33	34	35	36	37	38	39	40
FAS TE block	1	-8	-13	16	-3	-15	-11	-4
CSN deneddyl inh	-3	2	-4	0	1	2	8	-2
E coli Lon inh	-9	-5	-17	-12	-19	-1	-14	3
MLLE-PAM2 inh	7	-14	-7	-5	-6	-11	-24	-18
Rpn11 inh	i	i	i	i	i	i	i	i
MsrA inhibitor	-1.1	4.6*	-0.8	-1.3	0.1	-0.2	2.6	1.4
MT1-MMP act inh	-1	-9	7	14	4	1	-3	4
bovine MsrA act	-4	-1	-5	-4	-1	-6	-11	-3
Rin1 Abl inh	2	-7	0	2	-3	0	-5	1

41	CCn1cc([N+](=O)[O-])c(C(=O)NCc2ccc3c(c2)OCO3)n1
42	C=C(C)C1CC=C(C)/C(=N/NC(=O)COc2ccc(C)cc2)C1 (configuration not stated)
43	Cc1ccc(-c2nc3cc(NS(=O)(=O)c4ccc(C)cc4)ccc3o2)cc1
44	NC(=O)c1ccccc1NC(=O)COC(=O)C1(c2ccccc2)CC1
45	CCN1C(=O)[C@H]2[C@@H](c3ccc(-c4ccc(Cl)c(Cl)c4)c(OC)c3)N[C@@](C)(C(=O)OC)[C@H]2C1=O
46	O=C(NCc1cccnc1)C1CCN(S(=O)(=O)c2cc([N+](=O)[O-])ccc2Cl)CC1
47	CC1CCCC(C)N1CC(O)COCC1COc2ccccc2O1 (configuration not stated)
48	CCCn1c(N)c(C(=O)CN(C)CC(=O)Nc2c(C)cc(C)cc2C)c(=O)[nH]c1=O

assay / entry	41	42	43	44	45	46	47	48
FAS TE block	-2	-4	42	-8	38	0	-5	-5
CSN deneddyl inh	-2	-5	-1	2	-3	-2	0	-2
E coli Lon inh	-6	3	3	-1	7	-11	-2	-17
MLLE-PAM2 inh	9	8	4	-22	8	12	6	8
Rpn11 inh	i	i	i	i	i	i	i	i
MsrA inhibitor	-0.8	-0.1	0.7	0.2	1.1	0.8	-0.2	-2.6
MT1-MMP act inh	0	2	-1	5	2	-1	11	6
bovine MsrA act	-2	0	-4	-9	0	-8	-8	0
Rin1 Abl inh	1	-3	-2	2	1	0	2	-3

Source: PubChem BioAssay (several laboratories)
